West Nile antiviral: West Nile virus antiviral activity, cell-based, CPE readout (AID 1621) | CPE inhibition, % at 10 µM, or IC50 in µM where a hit was titrated | West Nile virus-infected cells, CPE inhibition; higher % means a stronger effect | 0.02% of 290,000 active; in the data active means a potency from the dose series; inconclusive means CPE inhibition mostly from about 3.7% at the one dose, without a potency; inactive means the rest, 99 in 100 with CPE inhibition below about 2.2%; further: strong numbers were not always called active
Yfh1-off respiration: enhancers of respiration in Yfh1-depleted yeast, dose response, Friedreich's ataxia, plus single-dose screen (AID 1465); S. cerevisiae Yfh1-off respiration, WST-1 reduction, 72 h; higher fold induction means a stronger effect; fold induction at 50 µM, or EC50 in µM where a hit was titrated; 0.074% of 220,000 active;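 active means fold induction of absorbance versus untreated yeast above a set limit, then at least 30% activation at any dose in follow-up; inconclusive means repeats straddling the limit, or above it without dose testing; inactive means fold induction below the set limit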;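 further: activators that raise dye reduction in frataxin-depleted yeast; strong numbers were not always called active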
KOR beta-arrestin-1: kappa opioid receptor blockers – cell-based, luminescence, uHTS (AID 1778). KOR beta-arrestin recruitment, luminescence, antagonist mode; higher % means a stronger effect. inhibition, % at 10 µM, or IC50 in µM where a hit was titrated. 0.091% of 290,000 active; further: strong numbers were not always called active
NOD1 inhibition: NOD1 signaling inhibitors, primary screen, cell-based, luminescence, uHTS (AID 1578). NOD1-driven NF-kB luciferase reporter cells, luminescence; higher % means a stronger effect. inhibition, % at 4 µM; hits with a dose series show EC50 in µM. 1% of 290,000 active; in the data active means inhibition mostly above about 36%, no sharp cut-off; inactive means mostly below about 34%;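 further: HEK-293T reporter cells stimulated with the NOD1 agonist gamma-tri-DAP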
HIV peptide binding: inhibitors of HIV fusion peptide binding, primary screen, biochemical, uHTS, fluorescence dequenching (AID 1986). one-dose inhibition, % at 20 µM; IC50 in µM for titrated hits. cell-free peptide binding, fluorescence dequenching, 30 min; higher % means a stronger effect. 0.3% of 290,000 active; in the data active means inhibition mostly above about 52%, no sharp cut-off; inactive means mostly below about 76%; further: some results filed as inactive read as strong as hits
AID2073: disruptors of CaV2.2 binding to Mint1 – biochemical, HTRF (AID 2073) | HTRF protein-protein interaction, Mint1-CaV2.2; higher % means a stronger effect | inhibition, % at 20 µM, or IC50 in µM where a hit was titrated | 0.19% of 290,000 active; in the data active means inhibition mostly above about 51%, no sharp cut-off; inconclusive means no clear call, values can overlap the other calls; inactive means mostly below about 53%; further: some results filed as inactive read as strong as hits
NS5 inhibitors: Dengue-2 NS5 methyltransferase inhibitors, primary screen, biochemical, confirmation dose response (AID 588689). inhibition, % at 25 µM, or IC50 in µM where a hit was titrated. Dengue-2 NS5 methyltransferase capping enzyme assay, biochemical; higher % means a stronger effect. 0.3% of 340,000 active; in the data active means a potency from the dose series; inconclusive means inhibition above about 29% without an active follow-up result
HEK293 NOD2/NF-kB: NOD2 signaling inhibitors, cell-based, luminescence, uHTS, HEK293 (AID 1566) | inhibition, % at 4 µM; hits with a dose series show EC50 in µM | HEK293 NOD2/NF-kB luciferase reporter, luminescence; higher % means a stronger effect | 0.63% of 290,000 active; further: many of its hits are not listed in these tables
KOR beta-arrestin-2: KOR agonists, beta-arrestin recruitment, primary screen, cell-based, luminescence, uHTS (AID 1777) | KOR beta-arrestin recruitment, luminescence; higher % means a stronger effect | one-dose activation, % at 10 µM; EC50 in µM for titrated hits | 0.02% of 280,000 active; in the data active means activation above about 50%, passing the limit was not always enough; further: a part of the inactive calls stands beside numbers as strong as those of hits
NS5 inhibitors pilot replicate: further read-out of NS5 inhibitors, marked with its call; inhibition, %; measured here: pilot screen replicate inhibition
An asterisk follows results filed as active; i = inactive; ? = inconclusive; · = not tested or not shown; [ ] = dose if it differs, or a comment. Unless noted, no stated cut-off is given here; in the data, active means inhibition above about 50%; inactive means the rest. This is a subset; count on the stated rates, not on these rows.

SMILES	West Nile antiviral	Yfh1-off respiration	KOR beta-arrestin-1	NOD1 inhibition	HIV peptide binding	AID2073	NS5 inhibitors	HEK293 NOD2/NF-kB	KOR beta-arrestin-2	others
CCCCNC(=O)CCn1nc(-c2ccccc2)ccc1=O	·	·	15%	-17%	18%	2%	-4%	16%	0.6%
COc1ccc(CC(=O)N2CC3(C)CC2CC(C)(C)C3)cc1 (configuration not stated)	-0.6%	i	-16%	-4%	0.6%	-4%	3%	24%	1.9%
O=C(NC(=S)Nc1ccc2[nH]c(=O)[nH]c2c1)c1cc(Br)ccc1Cl	-0.2%	·	-37%	47%*	-1.0%	-23%	-10%	1%	7.4%
COc1ccccc1C(=O)NNC(=O)CCC(=O)NCc1ccccc1	-0.4%	·	-7%	-15%	1.2%	-3%	1%	-4%	2.6%
C=CC#CC[N+]1(CC#Cc2ccccc2)CCOCC1	0.3%	i	-32%	-9%	22µM*	21%	·	-2%	5.7%
O=C(OCCCN1CCOCC1)c1ccc(O)c(O)c1	-0.2%	i	-17%	-1%	-0.4%	-2%	0%	11%	-1.9%
Cc1ccc(N2C(=O)C3C4C=CC(CC4)C3C2=O)cc1Cl (configuration not stated)	0.1%	·	-15%[20 µM]	-8%	-2.2%	9%	-3%	-2%	1.1%	NS5 inhibitors pilot replicate=3.0
COc1ccc(NC(=O)[C@H](C)NC(=O)C2CCN(S(=O)(=O)c3ccc(C)cc3)CC2)cc1	-0.2%	·	8%	-28%	-1.5%	3%	-5%	-10%	-1.6%
Cn1c(SCC(=O)c2ccccc2)nc2cccnc21	-0.5%	·	43%	-9%	-1.1%	-13%	-2%	8%	-4.1%
CC(Sc1nc(-c2ccccc2)cc(C(F)(F)F)n1)C(=O)NCCN1CCOCC1 (configuration not stated)	-0.6%	i	24%	-8%	0.4%	-4%	1%	-2%	8.1%
Cc1nc(-c2coc3c(CN(C)C)c(O)ccc3c2=O)cs1	0.9%	i	-12%	18%	-0.2%	31%	-3%	22%	0.0%
CCS(=O)(=O)N1CCN(Cc2ccccc2OC)CC1	0.4%	i	20%	22%	-1.6%	13%	-5%	2%	-5.3%
CC(C(=O)Nc1ccccc1C(=O)O)n1c(C(F)(F)F)nc2ccccc21 (configuration not stated)	0.6%	i	·	-34%	3.5%	-8%	0%	11%	·
O=C(CSCc1ccccc1)Nc1ccc2c(c1)C(=O)NC2=O	0.6%	i	-21%	-26%	-0.3%	-4%	-1%	2%	0.6%
Cc1cccc(NC(=O)CSc2nnnn2C)n1	·	·	-26%	-34%	-0.9%	6%	-3%	-8%	4.2%

Among those listed so far, these have a Cl atom.
SMILES	West Nile antiviral	Yfh1-off respiration	KOR beta-arrestin-1	NOD1 inhibition	HIV peptide binding	AID2073	NS5 inhibitors	HEK293 NOD2/NF-kB	KOR beta-arrestin-2	others
O=C(NC(=S)Nc1ccc2[nH]c(=O)[nH]c2c1)c1cc(Br)ccc1Cl	-0.2%	·	-37%	47%*	-1.0%	-23%	-10%	1%	7.4%
Cc1ccc(N2C(=O)C3C4C=CC(CC4)C3C2=O)cc1Cl (configuration not stated)	0.1%	·	-15%[20 µM]	-8%	-2.2%	9%	-3%	-2%	1.1%	NS5 inhibitors pilot replicate=3.0

Following part:
SMILES	West Nile antiviral	Yfh1-off respiration	KOR beta-arrestin-1	NOD1 inhibition	HIV peptide binding	AID2073	NS5 inhibitors	HEK293 NOD2/NF-kB	KOR beta-arrestin-2	others
COc1ccc(CCNC(=O)CN2CCN(c3cccc(C(F)(F)F)c3)CC2)cc1	-1.4%	i	-4%	14%	1.7%	-5%	-7%	22%	-7.7%
Cc1ccc(NC(=O)CN2C(=S)NC(C)(C)CC2C)cc1Cl (configuration not stated)	-0.9%	i	-8%	-12%	-1.8%	-2%	-7%	11%	-2.1%
O=C(c1ccc(-c2ccc(Cl)cc2Cl)o1)N1CCOCC1	-0.9%	i	-34%	-45%	-0.6%	-2%	-6%	-102%	0.1%
CCOC(=O)c1cnc(-n2nc(C)cc2C)nc1Nc1ccc(C)cc1	·	·	-9%	-2%	-0.1%	?	-5%	-2%	-2.4%	NS5 inhibitors pilot replicate=-0.3
CC(C)c1ccc(NNC(=O)C2CCC2)cc1	2.0%	i	15%	-11%	-2.1%	-13%	9%	-31%	·
CCN(CC)c1ccc(/C=C2\SC(=O)N(C(C)C)C2=O)o1	?	i	32%	0%	56%*	38%	·	-87%	-4.6%
O=C1CSC(=S)N1/N=C/c1ccc(Cl)c([N+](=O)[O-])c1	0.2%	i	-19%	-10%	25%	30%	·	-10%	1.0%
Cc1cccc(C(=O)OC2CCN(C)CC2)c1	0.4%	i	10%[20 µM]	-35%	-1.4%	-15%	-9%	3%	5.6%
COCCNC(=O)c1ccccc1NS(=O)(=O)c1ccc(C)c([N+](=O)[O-])c1	0.1%	i	29%	0%	1.7%	4%	-2%	10%	0.6%
CC(=O)Nc1ccc(S(=O)(=O)Nc2cccc(N(C)S(C)(=O)=O)c2)cc1	0.2%	i	-30%	-16%	-0.8%	-1%	-11%	-5%	6.2%
O=C(/C=C/Nc1ccc(S(=O)(=O)Nc2cnc3ccccc3n2)cc1)c1cccnc1	0.5%	i	14%	-5%	4.4%	11%	10%	19%	2.3%
O=C(NCCc1nc(-c2ccccc2)cs1)c1ccc(Br)cc1	-0.4%	i	2%	60%	-0.3%	14%	-1%	12%	6.5%
CCOc1ccc(Nc2nc3c(c(=O)[nH]2)CCCC3)cc1	-1.1%	i	-2%	-33%	1.0%	3%	-3%	-8%	0.5%
O=C1NCCNC(=O)c2ccccc2OCCOc2ccccc21	1.3%	i	18%	-3%	2.2%	0%	0%	-8%	-1.2%
Cc1cccc(NC(=O)CSc2nnnn2-c2ccc3c(c2)OCCO3)n1	-0.6%	i	-45%[20 µM]	-27%	-0.1%	16%	-8%	4%	·

Next section; the last four above are carried over.
SMILES	West Nile antiviral	Yfh1-off respiration	KOR beta-arrestin-1	NOD1 inhibition	HIV peptide binding	AID2073	NS5 inhibitors	HEK293 NOD2/NF-kB	KOR beta-arrestin-2	others
O=C(NCCc1nc(-c2ccccc2)cs1)c1ccc(Br)cc1	-0.4%	i	2%	60%	-0.3%	14%	-1%	12%	6.5%
CCOc1ccc(Nc2nc3c(c(=O)[nH]2)CCCC3)cc1	-1.1%	i	-2%	-33%	1.0%	3%	-3%	-8%	0.5%
O=C1NCCNC(=O)c2ccccc2OCCOc2ccccc21	1.3%	i	18%	-3%	2.2%	0%	0%	-8%	-1.2%
Cc1cccc(NC(=O)CSc2nnnn2-c2ccc3c(c2)OCCO3)n1	-0.6%	i	-45%[20 µM]	-27%	-0.1%	16%	-8%	4%	·
O=C(O)c1ccc(OCC(F)(F)F)nc1	-0.3%	i	-34%	12%	-1.5%	42%	14%	0%	3.7%
CC(C)(C)OC(=O)NCc1ccc(CNC(=O)c2[nH]cnc2C(=O)N[C@@H](Cc2ccccc2)C(=O)OC(C)(C)C)cc1	0.3%	·	-38%[20 µM]	-5%	0.8%	12%	-9%	-18%	-1.2%
COc1c(N)c2ccccc2[nH]c1=O	·	·	12%	-7%	0.8%	45%	12%	6%	-3.7%
CC(C)c1cc(C(C)C)c(S(=O)(=O)NNC(=O)c2ccncc2)c(C(C)C)c1	-0.3%	i	3%	-7%	0.4%	-3%	-9%	-15%	11%
CCOC(=O)N1CCN(C(=O)CSc2nnc(-c3cccc(OC)c3)o2)CC1	-0.3%	i	-24%	-11%	1.4%	-27%	1%	24%	-8.4%
CCCN(Cc1cc2cccc(C)c2[nH]c1=O)S(C)(=O)=O	·	·	4%	-22%	3.7%	6%	6%	8%	-1.8%
COc1ccc(/C=N/NC2=NS(=O)(=O)c3ccccc32)cc1OC	-0.3%	·	32%	-11%	0.9%	20%	-3%	-1%	0.5%
NC(=O)c1ccccc1NC(=O)CN1CCN(Cc2ccccc2)CC1	-0.5%	·	26%	5%	-1.2%	-9%	2%	16%	-4.8%
C=CCNC(=O)c1ccc(Sc2ccccc2)c([N+](=O)[O-])c1	·	·	30%	-33%	-3.2%	1%	-3%	8%	-1.1%
CCC(=O)c1ccccc1OCCN1CCN(CC)CC1	0.6%	i	5%[20 µM]	-1%	3.1%	-2%	5%	14%	-6.2%
O=C(O)c1ccc(CNCc2cccc(Cl)c2)cc1	0.3%	i	15%	-17%	-0.4%	2%	-1%	13%	-7.0%
COc1ccc(NC(=S)N(CCCOC(C)C)C2CCN(C(C)=O)CC2)cc1Cl	-0.4%	·	6%	2%	-1.1%	-8%	3%	14%	-7.3%
CC(C(=O)Oc1ccc2c(c1)OCO2)N1C(=O)c2ccccc2C1=O (configuration not stated)	0.3%	i	-9%	28%	-3.0%	0%	·	-9%	-2.7%
CCCCN(CC)C(=O)Cn1ncc2c3ccccc3n(CCC)c2c1=O	-1.1%	·	14%	-4%	0.5%	0%	1%	3%	-11%
CCCCCCN(C(=O)CCCCCN1C(=O)NC(c2ccc([N+](=O)[O-])cc2)C(C(=O)OCc2ccccc2)=C1C)C(C(=O)NCCCC)c1ccc(OCC(=O)OC)c(C(=O)OC)c1 (configuration not stated)	·	i	5%	1%	0.8%	21%	·	21%	5.0%
COc1ccc(-c2cnnc(N/N=C/c3ccc(C)o3)n2)cc1	-0.5%	i	-11%[20 µM]	-15%	-2.3%	-12%	-9%	-11%	-5.2%
COc1ccccc1/C=N/NC(=S)Nc1cccnc1	-0.4%	i	10%	-1%	-3.1%	-19%	-4%	-8%	-8.2%
COc1cc(CNc2ccc3[nH]c(=O)[nH]c3c2)ccc1OCc1ccc(C)cc1	-0.8%	·	9%	10%	-0.2%	-50%	4%	4%	-3.5%
CCOC(=O)c1cnc(SC)nc1NCCOC	-0.2%	i	-22%[20 µM]	-3%	-0.7%	4%	-9%	10%	-1.7%
O=C(c1ccc(F)cc1)N1CCCC(C(=O)N2CCN(c3ccccc3)CC2)C1 (configuration not stated)	0.1%	i	17%	1%	0.0%	1%	1%	18%	-2.0%
O=C(CN1CCc2ccccc2C1)Nc1ccccc1Cl	-1.5%	·	8%	-9%	-1.3%	6%	·	0%	-2.1%

An excerpt taken from the entries so far, for reference:
SMILES	West Nile antiviral	Yfh1-off respiration	KOR beta-arrestin-1	NOD1 inhibition	HIV peptide binding	AID2073	NS5 inhibitors	HEK293 NOD2/NF-kB	KOR beta-arrestin-2	others
CCCCN(CC)C(=O)Cn1ncc2c3ccccc3n(CCC)c2c1=O	-1.1%	·	14%	-4%	0.5%	0%	1%	3%	-11%
CCCCCCN(C(=O)CCCCCN1C(=O)NC(c2ccc([N+](=O)[O-])cc2)C(C(=O)OCc2ccccc2)=C1C)C(C(=O)NCCCC)c1ccc(OCC(=O)OC)c(C(=O)OC)c1 (configuration not stated)	·	i	5%	1%	0.8%	21%	·	21%	5.0%
COc1ccc(-c2cnnc(N/N=C/c3ccc(C)o3)n2)cc1	-0.5%	i	-11%[20 µM]	-15%	-2.3%	-12%	-9%	-11%	-5.2%
COc1ccccc1/C=N/NC(=S)Nc1cccnc1	-0.4%	i	10%	-1%	-3.1%	-19%	-4%	-8%	-8.2%
COc1cc(CNc2ccc3[nH]c(=O)[nH]c3c2)ccc1OCc1ccc(C)cc1	-0.8%	·	9%	10%	-0.2%	-50%	4%	4%	-3.5%
